# GSIS activator – GLuc luminescence reporter in INS-1E cells, primary screen for activators of glucose-dependent secretion of insulin; INS-1E GLuc reporter insulin secretion, 2-3 h; activation, % at 16.6 µM; 0.61% of 370,000 active; AID 743287, 2014;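 active means lowest replicate activation of at least 40%, so every replicate reaches that level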;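 further: 0% = median of neutral control wells and 100% = median of IBMX positive control wells; some compounds called inactive have numbers as strong as hits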
# Statin myotox sup – suppressors of statin myotoxicity in C2C12 myotubes, primary screen, cell-based, single point, plate reader. rescue of ATP level, % at 7.49 µM. 0.78% of 330,000 active. C2C12 myotubes + simvastatin, ATP luminescence, 48 h; scaled: DMSO 0, geranylgeraniol control 100;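 active means mean ATP rescue above about 67%, or every replicate alone reaching that limit, limit read from the data, passing the limit was not always enough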;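 further: myotubes were challenged with 10 µM simvastatin during compound exposure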
# FN deposition inh – inhibitors of fibronectin matrix deposition, primary screen, AH1F cells, Alexa488-fibronectin fluorescence, plate reader; AH1F fibroblasts, overnight; inhibition, % at 12.6 µM; 0.086% of 350,000 active;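 active means mean inhibition across replicates of 30% or more, regardless of how many single replicates reach that level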;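 further: positive control wells lacked labelled fibronectin entirely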
#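 Schedule: 1 h cell adhesion before compound, then overnight fibronectin incubation; test system: AH1F fibroblast monolayer depositing Alexa488-labelled fibronectin into matrix; quantity: 10000 AH1F cells per well; probe or stimulus: fluorescent fibronectin at 24 nM final; signal: fluorescence, ex 485 nm, em 525 nm; evaluation: percent inhibition as loss of matrix-bound fibronectin fluorescence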
# miR122 inh – miR-122 Renilla sensor signal increase in Huh7, primary screen, miR-122 inhibitor project, cell-based, single point, plate reader; 0.3% of 340,000 active; Huh7 miR-122 Renilla luciferase sensor, 48 h; neutral wells = 0, positive control = 100; activation (reporter increase), % at 12.5 µM;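 active means mean replicate activation score at least 90 and every replicate individually at or above 90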;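 further: higher luciferase means less miR-122 activity so hits act as miR-122 inhibitors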
# PGC1a acetyl inh – inhibitors of PGC1a acetylation signal, primary screen, cell-based, U2OS, AlphaScreen, inhibitor mode; AlphaScreen anti-acetyl-lysine; with virally co-expressed GCN5 acetyltransferase; AID 651687, 2012; 0.17% of 350,000 active; inhibition, % at 15.6 µM;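 active means every replicate shows inhibition of at least 40%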;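 further: 0% = neutral control wells and 100% = positive control wells; some results beyond the cut were filed as inactive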
# F508del corr – F508del CFTR correction, initial screen, CFBE line, single point | 0.36% of 350,000 active | activity (quench increase), % at 7.58 µM | CFBE cells, YFP halide quenching; stimulated with forskolin plus potentiator P3; % fluorescence drop versus neutral controls;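 active means mean added fluorescence quench of at least 8% versus neutral control, with both replicates also reaching 8%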;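 further: cells transiently co-express mutant CFTR-F508del with the halide-sensitive YFP; corrector assay measuring rescue of mutant channel to the surface after 24 h compound exposure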
# Cneo AK release – Cryptococcus neoformans cell lysis inducers, primary screen, AK release luminescence, single concentration | AID 651654, 2012 | lysis activity, % at 15 µM | 0.2% of 360,000 active | C. neoformans lysis, adenylate kinase release luminescence, 4 h; normalised: neutral wells 0, clomiphene wells 100;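 active means mean lysis activity across replicates of at least 80%, whatever share of replicates individually reach that level; inactive means mean lysis activity below 80%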
#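 Material: C. neoformans cells; Schedule: 4 h static compound exposure, 37 °C, read 1 h post-reagent; Measured by: adenylate kinase release luminescence; Read-out: signal increase indicating cell lysis; Controls: Clomiphene as positive lysis control.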
# PglD inh – C. jejuni PglD acetyltransferase inhibitors, primary screen, biochemical, DTNB colorimetric, single point | inhibition, % at 12.5 µM | UDP-N-acetylbacillosamine N-acetyltransferase PglD (Campylobacter jejuni) | 0.098% of 360,000 active | purified PglD enzyme, DTNB colorimetric CoA detection | AID 602405, 2012; in the data active means inhibition above about 16%, passing the limit was not always enough; further: strong numbers were not always called active
# Starred values were filed as active, the others as inactive; / = no result given; [ ] = remark or other dose.
# Every second line gives: FN deposition inh, PglD inh, PGC1a acetyl inh, Cneo AK release, miR122 inh, GSIS activator, F508del corr, Statin myotox sup
> C/C(=N\Nc1ccccc1[N+](=O)[O-])c1ccccc1O
  -1, 5, -13, -5, -10, -7, 0.7, 30
> CC(C)CN1CCC(=O)N([C@H](CSc2ccc(Br)cc2)Cc2ccccc2)CC1
  0, 1, -9, 1, 0, -27, 0.6, /
> COc1ccc(COCC(O)CN2CCOCC2)cc1OC (stereo unspecified)
  /, 0, 10, 10, 0, 25, /, 14
> COCCNC(=O)C[C@@H]1C[C@@H]2c3cc(NC(=O)c4ccc5c(c4)OCO5)ccc3O[C@@H]2[C@H](CO)O1
  /, 0, 0, 3, 7[16.7 µM], 7, -1.7, -6
> CCOC(=O)C1(C)NC(c2ccc(OC)c(OC)c2)C2C(=O)N(CC)C(=O)C21 (stereo unspecified)
  10, -2, -7, -1, -11, /, /, 10
> Cc1cc(C)c2c(N)c(C(=O)N3CCc4ccccc4C3)sc2n1
  3, 3, /, 4, -7, 13, -1.8, -2
> Cc1ccc(-n2nc(-c3ccco3)cc2C(=O)NCc2cccnc2)cc1
  5, -7, -1, -2, 4, /, /, -8
> C[C@@H]1CN([C@H](C)CO)C(=O)c2cc(NS(=O)(=O)c3ccc(Cl)cc3)ccc2O[C@H]1CN(C)CC1CC1
  -1, 2, 3, -8, -7[16.7 µM], 3, 0.3, 11
> CCOC(=O)C1=CCN(S(=O)(=O)c2ccccc2C)C1c1ccc(F)cc1 (stereo unspecified)
  0, -4, -5, 1, -4, -13, -2.1, -2
> CN(CC(=O)NCc1ccco1)S(=O)(=O)c1ccc2c(c1)c(=O)n(C)c(=O)n2C
  -3, 5, -7, 5, 5, 6, -0.3, -1
> COC(=O)c1ccc(CNC(=O)C(NC(=O)c2ccco2)C(C)C)cc1 (stereo unspecified)
  -5, -2, /, 0, /, -4, 3.0, 1
> C[C@@H]1CN([C@@H](C)CO)C(=O)c2cc(NC(=O)Nc3ccc(C(F)(F)F)cc3)ccc2O[C@@H](C)CCCCO[C@H]1CN(C)S(=O)(=O)c1cn(C)cn1
  /, -2, 9, 2, -4[16.7 µM], 0, -0.6, 6
> COc1ccccc1CNC(=O)CN(C)CC(=O)Nc1cccc(F)c1
  -3, -4, -7, -6, -10, /, /, 19
> C=CCn1c(SCc2ccc(C(=O)Nc3nccs3)cc2)nnc1-c1ccc(C)c(Cl)c1
  -5, -9, /, -3, -8, -44, /, /
> C[C@H](CO)N1C[C@H](C)[C@H](CN(C)C(=O)Nc2ccc3c(c2)OCO3)OCCCC[C@H](C)Oc2ccc(NS(=O)(=O)c3ccc(F)cc3)cc2C1=O
  -3, 3, -3, 1, -3[16.7 µM], -7, -4.2, 81*
> CCOCCCNC(=O)C(c1ccc(C)cc1)N(Cc1ccc2c(c1)OCO2)C(=O)CNC(C)=O (stereo unspecified)
  18, 3, -4, 2, 2, /, /, -1
> CC(C)CC#Cc1ccc2c(c1)O[C@@H](CN(C)S(=O)(=O)c1cccc(F)c1)[C@@H](C)CN([C@@H](C)CO)S2(=O)=O
  /, -2, /, -1, -12[16.7 µM], /, 0.3, -39
> CC(OC(=O)CN1C(=O)C2CCCCC2C1=O)C(=O)Nc1ncc(Cl)cc1Cl (stereo unspecified)
  -12, /, -4, /, -2, /, /, -6
> N#Cc1cccc(-c2ccc3c(c2)[C@@H]2[C@@H](CCN2C(=O)c2ccc4c(c2)OCO4)[C@H](CO)N3)c1
  6, 2, 5, 2, -1[16.7 µM], 9, -2.2, -40
> COc1ccccc1NC(=O)c1ccc(Br)c(S(=O)(=O)N2CCCC2)c1
  14, 0, -6, -1, 9, 15, 1.0, 1
> O=C1N=C(N2C=CC(=C3C=CNC=C3)C=C2)/C(=C/N=NC(=O)c2ccccc2O)S1
  -13, -1, 0, 3, 0, -13, 0.7, 0
> CCC(C)N1C(=O)S/C(=C/c2ccc3c(c2)n(C)c(=O)n3C)C1=O (stereo unspecified)
  -5, -1, -22, -3, -4, 8, -0.7, -13
> COCCN(C(=O)C1CCCO1)c1c(N)n(CC(C)C)c(=O)[nH]c1=O (stereo unspecified)
  -5, -3, 6, 3, 2, 11, 3.3, 19
> Cc1ccccc1NC(=O)c1nn(C)c2c1CS(=O)(=O)c1ccccc1-2
  5, 0, 3, 14, /, 16, -0.6, -1
> CCn1c(/C=C/c2ccc(O)cc2)nc2ccccc2c1=O
  0, 15, -26, 1, -13, 6, -1.2, 4
> O=C(CSC(=S)N1CCCC1)Nc1ccc(Br)cc1Cl
  10, -3, /, -7, -6, -1, 1.1, 3
> CC(=O)N(CCC(c1ccccc1)c1ccco1)Cc1cccs1 (stereo unspecified)
  0, 5, 3, -2, -7, /, /, 40
> CCOC(=O)N1CCN(C(=O)COC(=O)c2ccc(S(=O)(=O)N(CC)CC)cc2)CC1
  6, 0, /, -2, 12, 7, -2.1, 2
> COc1ccc(NC(=O)Nc2cccc3[nH]c([C@@H]4O[C@H](CO)[C@@H](O)[C@H](O)[C@H]4O)nc23)cc1OC1CCCC1
  -3, 4, /, 0, /, 27, 3.1, -9
> COc1ccc(-c2nc(NC(=O)CSc3nnc(C)s3)ns2)cc1
  /, -1, 24, 1, -40, /, -3.8, 7
> Cc1ccc(C(=O)COC(=O)[C@@H](NC(=O)c2ccco2)C(C)C)s1
  /, -2, -21, -1, 1, -13, -0.8, 4
> O=C(CN1C(=O)c2ccccc2S1(=O)=O)Nc1ccc([N+](=O)[O-])cc1
  2, 1, /, -3, /, 0, -1.4, -1
> CC(CCc1ccccc1)NC(=O)[C@@H]1Cc2ccccc2CN1 (stereo partly specified)
  5, -5, 5, -1, 0, -10, 1.0, 8
> COc1ccc(/C=C/C(=O)Nc2cccc(F)c2)cc1S(=O)(=O)N1CCOCC1
  -1, 7, 3, -8, 2, -10, -4.4, -15
> COc1nc2c(s1)C(=O)NCCC2
  /, 2, 7, 3, -7, /, /, 14
> CCOc1ccc2nc(NC(=O)C3CCN(C(=O)c4ccco4)CC3)sc2c1
  7, -3, /, 0, /, -10, -1.9, -1
> O=C(C[C@@H]1CC[C@H](NC(=O)c2cccnc2)[C@H](CO)O1)NCCN1CCCCC1
  6, -1, -3, 4, /, 2, 6.6, 0
> COc1ccc2[nH]c(=O)c(CN(CCO)C(=O)c3ccccc3F)cc2c1
  /, -2, /, 3, /, 67*, /, -2
> CC(C)NC(=O)N1[C@H](CN(C)C(=O)c2cccnc2)[C@@H](c2ccccc2)[C@@H]1CO
  -3, -1, 4, 2, 0[16.7 µM], -1, 2.8, -2
> Cc1nc2ccccc2n1CC(=O)OCC(=O)NCc1ccccc1
  -3, /, 5, /, 1, 5, -1.0, /
> CCc1cc2c(SCC(=O)c3ccc(Cl)s3)ncnc2s1
  /, -10, 34, 5, 0, -18, /, -30
> C[C@H]1CN([C@@H](C)CO)C(=O)c2cccc(NC(=O)c3cnccn3)c2O[C@@H]1CN(C)Cc1ccccc1
  /, 4, -14, 5, 21[16.7 µM], 6, 0.1, 8
> Cc1ccc(Cc2c(-c3cccc(Cl)c3)nc3ccc(Cl)cn23)cc1
  0, 2, -7, -1, 1, /, -3.1, 8
> Cn1c(=O)c2c(SCC(=O)N3CCCc4ccccc43)nc(C3CC3)nc2n(C)c1=O
  6, 7, 6, -2, 7, /, -0.5, -11
> Cn1nccc1-c1coc2c(C(=O)NCC3CCOCC3)cccc12
  5, -1, -5, -2, -3, 17, -0.1, 6
> CCC(=O)N1C[C@@H](C)[C@H](OC)CN(C)C(=O)c2ccc(NC(=O)Nc3ccccc3)cc2OC[C@H]1C
  -5, 5, 0, 2, 1[16.7 µM], -13, 0.8, 2
> Cc1ccc(CSc2nccc(-c3c(C)nc4ccccn34)n2)cc1
  -5, 1, -10, 0, 31, /, -0.1, /
> O=C(C[C@@H]1CC[C@@H]2[C@H](COC[C@H](O)CN2Cc2cc(F)ccc2F)O1)NCc1ccccc1
  1, 1, 3, 0, 1[16.7 µM], -6, 0.4, -16
> COc1ccc(CCNC(=O)CN(CCc2ccccc2)S(C)(=O)=O)cc1
  7, /, 0, /, /, 9, -0.5, -4
> CCOC(=O)N1CCN(Cc2ccc(F)cc2F)CC1
  -4, 3, -10, 0, -3, /, /, -42
> CCOC(=O)Cn1ncc2c3ccccc3n(CC(=O)OCC)c2c1=O
  2, -1, 0, -1, -1, -9, 0.7, 8
> O=C(O)CNS(=O)(=O)c1cccc(Cl)c1
  6, -17, -21, -1, -3, 13, -0.7, 9
> CC(C)CC(CO)N1CCN(C(=O)c2ccc(Cl)cc2)CCC1=O (stereo unspecified)
  12, -2, /, 0, /, /, 1.9, 7
> CCCn1c(SCc2ccc(C(=O)OC)o2)nc2ccccc2c1=O
  -1, 0, /, 2, /, 4, 0.3, 6
> CNc1cc(CSC)nc(SCc2ccc(Cl)cc2Cl)n1
  /, /, /, /, -6, -4, 1.9, 3
> CCCc1ncc(C(O)(c2ccccc2)c2ccccc2)n1C
  1, /, 3, /, /, 8, 1.7, /
> Cc1ccc(NC(=O)CC2OC(=O)c3ccccc32)cc1S(=O)(=O)N1CCCCCC1 (stereo unspecified)
  4, -2, -20, -2, 1, /, 2.5, 3
> CCNC(=O)C[C@H]1CC[C@@H]2[C@@H](COc3ccc(NC(=O)Cc4cccs4)cc3C(=O)N2C)O1
  -4, 1, -7, -3, -2[16.7 µM], -4, 0.3, 10
> O=C(Cc1cccc2ccccc12)N/N=C1\CCCc2ccccc21
  -2, -10, -14, -3, 9, /, /, -3
> Cc1nn(-c2ccccc2)nc1C(=O)Nc1ccc2c(c1)OCCO2
  /, 1, /, 5, 5, -3, -0.6, -10

# The list continues:
# Every second line gives: FN deposition inh, PglD inh, PGC1a acetyl inh, Cneo AK release, miR122 inh, GSIS activator, F508del corr, Statin myotox sup
> O=C1CN(S(=O)(=O)Cc2ccccc2)C[C@@H]2[C@@H](c3ccc(C#Cc4ccccc4)cc3)[C@@H](CO)N12
  -5, /, -28, /, /, -11, 7.9, /
> COc1ccc(/C=N/NC(=O)Cc2cccs2)cc1
  -4, /, 7, /, /, 13, -0.1, 4
> Nc1c(C(=O)NCC2CCCO2)c2nc3ccccc3nc2n1/N=C/c1ccncc1 (stereo unspecified)
  -2, /, -7, /, /, 16, 3.7, /
> O=C(Nc1ccc(-c2cn3ccccc3n2)cc1)c1ccco1
  6, 3, /, -19, -10, /, /, -31
> COC(=O)c1cc(Cl)c(NC(=O)c2cc(OC)c(OC)c(OC)c2)cc1OC
  7, 1, -4, 1, -2, 11, /, 7
> CSc1nc2ccccc2n1Cc1c(Cl)cccc1Cl
  3, 4, -17, 16, 32, /, /, /
> CS(=O)(=O)c1ccc(Nc2nc(C(N)Cc3ccc(C(F)(F)F)cc3)cs2)cc1 (stereo unspecified)
  16, -5, /, 0, 6, /, -1.6, -11

# Reformatted field by field: part of the list above.
O=C1CN(S(=O)(=O)Cc2ccccc2)C[C@@H]2[C@@H](c3ccc(C#Cc4ccccc4)cc3)[C@@H](CO)N12
  FN deposition inh: -5	PglD inh: /	PGC1a acetyl inh: -28	Cneo AK release: /	miR122 inh: /	GSIS activator: -11	F508del corr: 7.9	Statin myotox sup: /

COc1ccc(/C=N/NC(=O)Cc2cccs2)cc1
  FN deposition inh: -4	PglD inh: /	PGC1a acetyl inh: 7	Cneo AK release: /	miR122 inh: /	GSIS activator: 13	F508del corr: -0.1	Statin myotox sup: 4

# Source: PubChem
